# Lipid droplet: hepatic lipid droplet formation modulation | inhibition, % at 6.5 µM | AML12 mouse hepatocytes, oleate lipid droplets, BODIPY imaging | 240,000 compounds, 0.4% hits;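 active means lipid droplet intensity inhibited by at least 50%, with more than 500 cells counted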
#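 Test system: AML12 hepatocytes (mouse); reagent: oleate loading, 100 µM; dosing: one dose, 6.5 µM compound; incubation: overnight exposure; signal: fluorescence imaging, 20x objective, two fields per well; read-out basis: % inhibition of corrected integrated BODIPY droplet signal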
# XIAP antagonists: small molecules displacing peptide from XIAP – biochemical, IAP family, fluorescence polarization (AID 1018); XIAP BIR domain, fluorescence polarization peptide displacement; higher % means a stronger effect; displacement, % at 20 µM; hits with a dose series show IC50 in µM; 200,000 compounds, 0.007% hits; in the data active means displacement above about 50%; further: a part of the inactive calls stands beside numbers as strong as those of hits
# CSM14.1 death rescue: protection against thapsigargin-triggered cell killing – 384-well, CSM14.1, ATP luminescence, primary screen (AID 1222); CSM14.1 thapsigargin-induced death rescue, ATP luminescence; higher % means a stronger effect; cellular ATP content (survival), % at 20 µM; hits with a dose series show EC50 in µM; 190,000 tested, under 10 active;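 active means EC50 below 50 µM in the dose-response confirmation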;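 further: death triggered by thapsigargin at about 15 µM added after 2 h compound pretreatment; cell ATP read after overnight thapsigargin exposure of roughly 18 to 22 hours; normalized against plate controls of thapsigargin alone and 5% DMSO vehicle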
# SIAH1 antagonists: Siah-1 peptide-binding antagonists, primary screen, biochemical, fluorescence polarization, rhodamine-plectin, uHTS (AID 1817). displacement, % at 20 µM, or IC50 in µM where a hit was titrated. Siah-1 / rhodamine-plectin peptide fluorescence polarization; higher % means a stronger effect. 290,000 compounds, 0.02% hits;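 active means displacement of at least 50% at 20 µM, with a fluorescence ratio check between 0.3 and a set limit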;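 further: plate controls were Siah plus tracer with DMSO for no effect and tracer alone without Siah for full effect; strong numbers were not always called active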
# P. falciparum M1AAP: P. falciparum M1AAP inhibitors, biochemical, fluorogenic H-Leu-NHMec substrate, 1536-well (AID 1445); inhibition, % at 30 µM, or IC50 in µM where a hit was titrated; 220,000 compounds, 0.42% hits; recombinant M1AAP, H-Leu-NHMec fluorogenic kinetic assay; higher % means a stronger effect;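 active means primary inhibition above the hit cutoff, then over 50% inhibition at one or more dose response concentrations, cut at about 23% in these data, passing the limit was not always enough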;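 further: plate controls were DMSO full reaction for no effect and no enzyme background for full effect; strong numbers were not always called active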
# AID2073: inhibitors of Mint1-CaV2.2 protein interaction, biochemical, HTRF (AID 2073). 290,000 compounds, 0.19% hits. inhibition, % at 20 µM; hits with a dose series show IC50 in µM. HTRF protein-protein interaction, Mint1-CaV2.2; higher % means a stronger effect; in the data active means inhibition mostly above about 51%, no sharp cut-off; further: some results filed as inactive read as strong as hits
# LYP inhibition: PTPN22 lymphoid phosphatase activity blockers – biochemical, fluorescence intensity, uHTS (AID 1779); 290,000 compounds, 0.054% hits; recombinant LYP phosphatase, fluorescence intensity; higher % means a stronger effect; inhibition, % at 11.5 µM, or IC50 in µM where a hit was titrated;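 further: plate controls were vehicle with enzyme for no effect and no enzyme for full effect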
# P. falciparum M17LAP: P. falciparum M17LAP inhibitors, primary screen, biochemical, fluorogenic H-Leu-NHMec substrate, 1536-well (AID 1619); inhibition, % at 30 µM; hits with a dose series show IC50 in µM; 220,000 compounds, 0.38% hits; recombinant M17LAP, H-Leu-NHMec fluorogenic kinetic assay; higher % means a stronger effect;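 active means compound inhibiting the enzyme by more than half at any dose during confirmatory dose-response retesting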;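 further: plate controls were full reaction with DMSO carrier for no effect and no enzyme background for full effect; strong numbers were not always called active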
# HEK293 NOD2/NF-kB: inhibition of NOD2-driven NF-kB reporter – cell-based, luminescence, uHTS, HEK293 (AID 1566). HEK293 NOD2/NF-kB luciferase reporter, luminescence; higher % means a stronger effect. inhibition, % at 4 µM; hits with a dose series show EC50 in µM. 290,000 compounds, 0.63% hits; further: many of its hits are not listed in these tables
# Lipid droplet cells 6.5 µM: second read-out of Lipid droplet, no call of its own (marks repeat the call); cell count; measured here: cell count, cytotoxicity flag;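 cells counted across two imaged fields per well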
# Active calls of the source: *; · = not tested or not shown. Unless noted, no stated cut-off is given here; in the data, active means inhibition above about 50%; inactive means the rest. Not all compounds are listed (hit frequency here may not be typical).
[1] CSc1nc(N)c(C(=O)NC2CCCCC2)s1
[2] CC1(C)Cc2c(cnn2-c2cccc(F)c2)C(NC(=O)CSc2ccccn2)C1 (stereo unspecified)
[3] COC(=O)c1ccn(C(=O)c2ccc(Cl)cc2)n1
[4] O=[N+]([O-])c1ccc(OS(=O)(=O)Cc2ccccc2)cc1
[5] CC(C)COc1ccc(C(=O)OCCN2CCCCC2)cc1
[6] CC(C)n1nnnc1-c1cc(Cl)cc(Cl)c1
[7] COc1ccc(N/N=C(\C#N)C(=N)SCc2ccccc2)cc1
[8] O=C(CSc1nnc(-c2cccnc2)n1Cc1ccco1)c1ccc(Cl)cc1
[9] CC(=O)NC1(c2ccc(F)cc2)CCN(C(=O)c2c(F)cccc2F)CC1
[10] C=CCn1c(O)c(N=NC(=O)C(O)c2ccccc2)c2ccccc21 (stereo unspecified)

Assay by compound	1	2	3	4	5	6	7	8	9	10
Lipid droplet	1	-10	14	17	0	·	-7	·	9	-19
Lipid droplet cells 6.5 µM	849	743	758	715	827	·	617	·	717	718
XIAP antagonists	·	·	-4.7%	-9.6%	·	-0.5%	-2.9%	-4.4%	-2.7%	·
CSM14.1 death rescue	·	·	0.2%	-0.3%	·	-1.0%	-3.3%	7.3%	-1.9%	·
SIAH1 antagonists	6%	9%	1%	2%	17%	2%	7%	-1%	6%	5%
P. falciparum M1AAP	5%	·	13%	-1%	·	6%	11%	7%	12%	7%
AID2073	4%	24%	16%	6%	0%	-2%	-15%	1%	7%	-13%
LYP inhibition	0%	-8%	6%	-2%	-5%	-6%	8%	-4%	-7%	-3%
P. falciparum M17LAP	-1%	·	-4%	-1%	·	4%	0%	8%	0%	4%
HEK293 NOD2/NF-kB	13%	12%	7%	-2%	2%	10%	-15%	21%	9%	-2%

[11] O=C(CCC1CCCN(C(=O)C2=CCCCC2)C1)N1CCN(c2ccccn2)CC1 (stereo unspecified)
[12] O=C(O)c1ccc(Br)cn1
[13] CC(CNS(=O)(=O)c1ccccc1)Sc1ncccn1 (stereo unspecified)
[14] CCOC(=O)c1c(NC(=O)CSc2n[nH]c(-c3ccco3)n2)sc(C)c1C
[15] COC(=O)c1ccc(C2C3=C(Nc4nnnn42)c2ccccc2OC3)cc1 (stereo unspecified)
[16] c1ccc(-n2ncc3c(N4CCCC4)ncnc32)cc1
[17] CC(Sc1ccccc1)C(=O)Nc1ccccc1C(=O)N1CCOCC1 (stereo unspecified)
[18] Cc1ccc(C2CC(=O)C=C(O)C2)cc1 (stereo unspecified)
[19] COCCn1c(SCC(=O)Nc2cccc(C)c2)nnc1C(C)C
[20] CN(C)CCCN(C(=O)c1ccc2c(c1)CCCC2)c1nc2cc3c(cc2s1)OCO3

Assay by compound	11	12	13	14	15	16	17	18	19	20
Lipid droplet	-9	-2	1	3	·	4	-50	4	·	8
Lipid droplet cells 6.5 µM	709	741	788	583	·	703	657	835	·	830
XIAP antagonists	-4.6%	-2.1%	·	-2.3%	-2.0%	4.1%	-1.2%	-1.6%	-4.8%	·
CSM14.1 death rescue	3.2%	-1.4%	·	·	2.1%	-2.7%	-0.9%	-1.3%	-1.1%	·
SIAH1 antagonists	9%	26%	1%	-5%	-2%	7%	1%	0%	-1%	7%
P. falciparum M1AAP	4%	-1%	1%	13%	9%	1%	-1%	3%	3%	·
AID2073	0%	4%	6%	-13%	17%	4%	-3%	2%	0%	10%
LYP inhibition	-5%	-6%	0%	6%	-6%	-9%	-7%	3%	-12%	-6%
P. falciparum M17LAP	6%	4%	6%	16%	-24%	9%	-15%	14%	4%	·
HEK293 NOD2/NF-kB	4%	3%	12%	12%	5%	-67%	-3%	8%	-2%	-4%

[21] COc1ccc(OC)c(NC(=O)C2C3C=CC(C3)C2C(=O)NCc2cccnc2)c1 (stereo unspecified)
[22] Cc1ccc(NC(=O)CN(C)C(=O)COC(=O)CNS(=O)(=O)c2ccc(Br)cc2Cl)cc1
[23] O=C(NNC(=S)NCCc1ccccc1)c1ccc(Br)s1
[24] C=CCSc1nc2c(cnn2-c2ccccc2)c(=O)n1N
[25] CC1CCCN(Cc2nc3c(c(=O)n(C)c(=O)n3C)n2CCCc2ccccc2)C1 (stereo unspecified)
[26] CN(CC(=O)Nc1ccccc1C(F)(F)F)C(=O)CCc1nc2sc3c(c2c(=O)[nH]1)CCCC3
[27] CC1=NN(c2ccccc2C(=O)O)C(=O)C1N=Nc1ccccc1 (stereo unspecified)
[28] O=C(N1CCCCC1)N1CCN(S(=O)(=O)c2ccccc2)CC1
[29] O=C(c1ccccc1)N1CCN(C2c3cccc4cccc(c34)C2NS(=O)(=O)c2ccccc2)CC1 (stereo unspecified)
[30] COc1ccccc1CC(=O)Nc1ccc(S(=O)(=O)N2CCN(C)CC2)cc1

Assay by compound	21	22	23	24	25	26	27	28	29	30
Lipid droplet	10	0	-8	-8	-2	-6	-1	-7	·	-9
Lipid droplet cells 6.5 µM	679	821	660	677	672	613	766	769	·	681
XIAP antagonists	-5.6%	·	-0.8%	·	1.6%	·	·	·	-4.1%	·
CSM14.1 death rescue	·	·	-1.7%	·	·	·	·	·	-2.1%	·
SIAH1 antagonists	2%	-4%	4%	-1%	3%	10%	2%	4%	1%	15%
P. falciparum M1AAP	48µM*	·	9.2µM*	6%	-2%	·	·	·	8%	·
AID2073	-2%	7%	-9%	4%	0%	3%	19%	16%	9%	6%
LYP inhibition	1%	-9%	-5%	-8%	1%	-4%	-6%	-8%	-7%	-10%
P. falciparum M17LAP	4%	·	0%	12%	-6%	·	·	·	7%	·
HEK293 NOD2/NF-kB	-3%	12%	-8%	-82%	0%	19%	34%	6%	26%	17%

# Single records, as listed above. Order of screens: Lipid droplet	Lipid droplet cells 6.5 µM	XIAP antagonists	CSM14.1 death rescue	SIAH1 antagonists	P. falciparum M1AAP	AID2073	LYP inhibition	P. falciparum M17LAP	HEK293 NOD2/NF-kB
# O=C(N1CCCCC1)N1CCN(S(=O)(=O)c2ccccc2)CC1 in the list: -7	769	·	·	4%	·	16%	-8%	·	6%
# O=C(c1ccccc1)N1CCN(C2c3cccc4cccc(c34)C2NS(=O)(=O)c2ccccc2)CC1 (stereo unspecified) in the list: ·	·	-4.1%	-2.1%	1%	8%	9%	-7%	7%	26%
# COc1ccc(OC)c(NC(=O)C2C3C=CC(C3)C2C(=O)NCc2cccnc2)c1 (stereo unspecified) in the list: 10	679	-5.6%	·	2%	48µM*	-2%	1%	4%	-3%
# CC1CCCN(Cc2nc3c(c(=O)n(C)c(=O)n3C)n2CCCc2ccccc2)C1 (stereo unspecified) in the list: -2	672	1.6%	·	3%	-2%	0%	1%	-6%	0%

# The list continues.
[31] CCN(Cc1ccccc1)C(=O)CSc1n[nH]c(N)n1
[32] Cc1cc(C)cc(C(=O)NC(CC(N)=O)c2ccc(NCCN3CCOCC3)c([N+](=O)[O-])c2)c1 (stereo unspecified)
[33] COc1ccc2nc(-c3ccc(N)cc3)[nH]c2c1
[34] O=C(Cn1cc2c(n1)CCCC2)N1CCc2ccccc21
[35] CN(C)c1ccc(NC(=O)c2ccc3c(c2)nnn3C)cc1
[36] N#CCCn1cc(C(=O)Nc2ccc([N+](=O)[O-])cc2)c(-c2cc3ccccc3o2)n1
[37] CC(=O)N1CCN(C(=O)C(Cc2c[nH]c3ccccc23)NC(=O)c2ccccc2Cl)CC1 (stereo unspecified)
[38] COc1ccc(S(=O)(=O)NCCc2ccccc2)cc1OC
[39] Cc1nn(C)c(C)c1S(=O)(=O)N(CC(=O)Nc1nccs1)c1ccc(C(C)C)cc1
[40] CCCC(CCC)C(=O)Nc1ccc2c(c1)N(C(=O)CCN1CCN(C)CC1)c1ccccc1CC2

Assay by compound	31	32	33	34	35	36	37	38	39	40
Lipid droplet	-10	8	28	13	13	1	-59	-2	-12	0
Lipid droplet cells 6.5 µM	760	800	740	689	735	630	706	822	798	724
XIAP antagonists	·	·	-3.8%	2.1%	-3.9%	-5.5%	·	·	-4.5%	-5.4%
CSM14.1 death rescue	·	·	-5.3%	·	2.2%	-0.2%	·	·	-1.5%	-3.0%
SIAH1 antagonists	1%	-1%	-6%	0%	3%	12%	7%	0%	-1%	-5%
P. falciparum M1AAP	·	·	15%	0%	12%	2%	·	·	2%	3%
AID2073	9%	20%	-3%	13%	-3%	6%	3%	-4%	-7%	-4%
LYP inhibition	-8%	-12%	-15%	-5%	-2%	-3%	-6%	-8%	-7%	-1%
P. falciparum M17LAP	·	·	-132%	3%	2%	-2%	·	·	20%	4%
HEK293 NOD2/NF-kB	-1%	-18%	9%	5%	-26%	-15%	-10%	2%	14%	4%

[41] O=C(Nc1cc(C(F)(F)F)ccc1N1CCOCC1)c1ccc[n+]([O-])c1
[42] CC(C)c1nnc(NC(=O)c2nc(S(=O)(=O)Cc3ccc(F)cc3)ncc2Cl)s1
[43] C=CCc1cccc(Cl)c1OCCCNC1CCCC1
[44] O=C(NCc1ccccc1)C(c1ccccn1)N(C(=O)c1csnn1)c1ccccc1F (stereo unspecified)
[45] CN(C(=O)c1c(Cl)nc2sccn12)C1CCCCC1
[46] CCc1cc(C(=O)Cc2nc3ccccc3s2)c(O)cc1OCC(=O)O
[47] Cn1nc(C(=O)Nc2ccc(S(=O)(=O)N3CCCCC3)cc2)ccc1=O
[48] Cc1nn(Cc2ccc([N+](=O)[O-])cc2)c(=O)n1-c1ccc(Cl)cc1
[49] O=C(CSc1ncnc2c1oc1ccccc12)Nc1nccs1
[50] Cc1ccc(N=C2NC(=O)/C(=C/C=C/c3ccco3)S2)cc1C
[51] CCOC(=O)/C(=C\C=C1/Sc2cc(OCC)c(OCC)cc2N1CC)C(C)=O
[52] COc1ccc(CN2CCCCCC2)c(C)c1C

Assay by compound	41	42	43	44	45	46	47	48	49	50	51	52
Lipid droplet	9	-1	8	-9	-3	-8	·	-16	-2	-4	34	-7
Lipid droplet cells 6.5 µM	782	663	838	757	654	703	·	677	593	484	673	673
XIAP antagonists	-2.3%	·	·	·	-5.3%	·	-1.0%	-3.9%	-9.0%	-0.9%	-2.1%	-6.7%
CSM14.1 death rescue	4.1%	·	·	·	·	·	-1.2%	0.2%	0.5%	-2.3%	6.9%	-2.5%
SIAH1 antagonists	4%	-5%	-2%	12%	-4%	-5%	1%	3%	-1%	38%	14%	-2%
P. falciparum M1AAP	11%	·	·	·	7%	2%	4%	1%	5%	4%	23%	9%
AID2073	4%	13%	2%	-2%	6%	-2%	20%	2%	20%	76%*	-4%	2%
LYP inhibition	-1%	-9%	-4%	-11%	-7%	-3%	-2%	-5%	-2%	15%	5%	-4%
P. falciparum M17LAP	6%	·	·	·	0%	12%	15%	3%	4%	4%	42%	-3%
HEK293 NOD2/NF-kB	12%	-25%	-21%	10%	-2%	15%	9%	4%	-16%	-2%	1%	13%
